# G9a block = blocks human histone lysine methyltransferase G9a | G9a H3K9 monomethylation, AlphaScreen, 2 h | Potency, µM (doses to about 102 µM), inactives show top-dose activity, negative = inhibition, actives largely listed as inhibitors | 8.8% of 350,000 active | AID 504332; further: on the % scale 0 is the no-effect control and ±100 the full control effect; nearly all actives have a fitted effect of over 75% in size
#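 Using a bead-based AlphaScreen, monomethylated H3K9 product from 2 h room-temperature reactions (G9a 20 nM, peptide 500 nM, SAM 20 uM) was detected with 0.5 ug/mL rabbit anti-H3K9me1 antibody.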
# Pol beta inh = DNA polymerase beta (human) inhibition. Potency, µM (series often up to 114 µM), for the others: at the top dose activity change, negative = inhibition, usual class: inhibitors. AID 485314. Pol beta primer extension/strand displacement, fluorescence kinetic. P06746. 1.3% of 340,000 active; further: on the % scale 0 is the no-effect control and ±100 the full control effect
#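 10 nM enzyme + cpd, 15 min RT; start with substrate 50 nM final; read 0 min and after 10 min RT. Corrected, normalized data; 4-parameter Hill curve fit.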
# BLM helicase inh = Bloom syndrome helicase (human) inhibition. P54132. recombinant BLM DNA unwinding, fluorescence dequenching. Potency, µM (doses to about 56.1 µM), inactives show at the highest dose activity change, negative = inhibition, most hits filed as inhibitors. 0.2% of 350,000 active. AID 2528;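 further: plate controls were vehicle for no effect and no enzyme for full effect; nearly all actives have a fitted effect of over 35% in size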
# Pol eta inh = blocks human DNA polymerase eta activity. Q9Y253. recombinant Pol eta, fluorescent DNA replication assay. Potency, µM (highest dose often 114 µM), without a hit: top-dose activity change, negative = inhibition, most hits filed as inhibitors. 1.2% of 390,000 active. AID 588591; further: on the % scale 0 is the no-effect control and ±100 the full control effect
#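 Fluorescent replication assay: 50 nM final substrate added after a 15 min room-temperature compound preincubation with 10 nM enzyme. Signal taken at 0 min and again at 10 min.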
# JMJD2A Tudor inh = JMJD2A Tudor domain (human) inhibition; O75164; AlphaScreen JMJD2A-Tudor / H3K4me3 peptide binding; Potency, µM (highest dose often 114 µM), without a hit: at the top dose activity change, negative = inhibition, actives largely listed as inhibitors; 4.4% of 390,000 active; AID 504339; further: on the % scale 0 is the no-effect control and ±100 the full control effect; nearly all actives have a fitted effect of over 50% in size
# APEX1 inh = blocks human APE1 abasic DNA cleavage. Potency, µM (doses to about 65.8 µM), for the others: at the highest dose activity change, negative = inhibition, actives largely listed as inhibitors. 0.35% of 350,000 active. P27695. recombinant APE1, TAMRA/BHQ-2 abasic DNA cleavage fluorescence;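 further: plate controls were vehicle for no effect and reference inhibitor for full effect; nearly all actives have a fitted effect of over 55% in size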
#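 Compound pre-exposure to 0.75 nM APE1, 15 min at ambient temperature. Reaction initiated with 50 nM TAMRA/BHQ-2 THF substrate, read immediately in kinetic mode, 525 nm excitation, 598 nm emission.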
# POLK inh = inhibitors of human DNA polymerase kappa. purified Pol kappa, fluorescent DNA synthesis assay, 10 min. AID 588579. Q9UBT6. 0.53% of 400,000 active. Potency, µM (highest dose often 107 µM), inactives show at the highest dose activity, negative = inhibition, actives largely listed as inhibitors; further: on the % scale 0 is the no-effect control and ±100 the full control effect
# Target sequence (Q9UBT6 whole entry, looked up): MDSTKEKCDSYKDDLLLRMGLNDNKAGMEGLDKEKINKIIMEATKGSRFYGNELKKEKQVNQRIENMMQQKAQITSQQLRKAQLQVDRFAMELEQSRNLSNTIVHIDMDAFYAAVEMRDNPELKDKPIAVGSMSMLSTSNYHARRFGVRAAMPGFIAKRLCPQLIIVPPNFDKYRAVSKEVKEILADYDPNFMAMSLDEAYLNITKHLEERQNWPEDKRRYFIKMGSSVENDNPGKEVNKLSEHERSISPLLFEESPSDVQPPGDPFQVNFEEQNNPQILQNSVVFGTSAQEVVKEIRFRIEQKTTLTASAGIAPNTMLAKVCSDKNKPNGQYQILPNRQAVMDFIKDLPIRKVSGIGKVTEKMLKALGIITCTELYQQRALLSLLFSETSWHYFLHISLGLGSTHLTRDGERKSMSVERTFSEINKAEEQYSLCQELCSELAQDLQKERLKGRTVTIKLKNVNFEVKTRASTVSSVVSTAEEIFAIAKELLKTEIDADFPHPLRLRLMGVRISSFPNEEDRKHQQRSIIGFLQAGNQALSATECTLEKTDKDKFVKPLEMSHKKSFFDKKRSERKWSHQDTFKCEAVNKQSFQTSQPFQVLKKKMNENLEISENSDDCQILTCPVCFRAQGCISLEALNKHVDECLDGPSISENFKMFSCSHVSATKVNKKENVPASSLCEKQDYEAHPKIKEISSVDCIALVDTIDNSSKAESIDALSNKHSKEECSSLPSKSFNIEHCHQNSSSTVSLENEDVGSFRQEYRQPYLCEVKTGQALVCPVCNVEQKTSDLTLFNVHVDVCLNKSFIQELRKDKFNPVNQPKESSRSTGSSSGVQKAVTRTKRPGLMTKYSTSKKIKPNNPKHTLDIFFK
#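 Enzyme at 10 nM met test compounds for 15 min at room temperature. Substrate addition (50 nM final) began the reaction, which was monitored by fluorescence at 0 and 10 min.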
# Pol iota inh = blocks human DNA polymerase iota activity; Q9UNA4; Pol iota fluorescent replication assay, 10 min; Potency, µM (titrated, usually from 115 µM), for the others: at the highest dose activity, negative = inhibition, hits mostly inhibitors; 1% of 390,000 active
#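 Fluorescent replication assay read twice, at 0 min and 10 min after adding 50 nM (final) substrate. Enzyme (10 nM) and compounds were first incubated 15 min at room temperature; enzyme-free buffer wells were negative controls.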
# BAZ2B block = BAZ2B (human) inhibition. Q9UIF8. 4.4% of 360,000 active. Potency, µM (titrated, usually from 114 µM), without a hit: at the top dose activity change, negative = inhibition, actives largely listed as inhibitors. AlphaScreen BAZ2B-H3K14Ac peptide displacement. AID 504333; further: on the % scale 0 is the no-effect control and ±100 the full control effect; nearly all actives have a fitted effect of over 60% in size
#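 AlphaScreen displacement: compounds (up to 110uM) incubated 30 min at room temperature with a preformed 50 nM BAZ2B/50 nM biotinylated H3K14Ac peptide complex in PBS pH 7.4 with Tween-20. Donor and acceptor beads at 10 ug/mL final added, 20 min light-protected before reading.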
# * hit, by the source's call; ? = inconclusive; . = no result given; & = joins results of further samples; [ ] = remark or other dose. The call rests on the fitted dose curve; in most records, active means well fitted curve in the direction sought with a large enough effect; inconclusive means small, poorly fitted or top-dose-only effect, or another doubt; inactive means no such curve, though single readings can be large; an effect the other way counts as inactive or inconclusive. Potency means the concentration at half of the fitted maximal effect. A portion of the library. The share of hits here may be higher or lower than overall.
1. CC(=O)c1cccc(NC(=O)CCCSc2ccccc2)c1
2. CCCN1CCN(S(=O)(=O)c2ccc(OC)c(Br)c2)CC1
3. CCOC(=O)c1c(C)[nH]c(C)c1S(=O)(=O)NCC(=O)Nc1cccc(C#N)c1
4. CCC1=C[C@@H]2CN(C1)Cc1c([nH]c3ccccc13)[C@@](C(=O)OC)(c1cc3c(cc1OC)N(C)[C@H]1[C@@](O)(C(=O)OC)[C@H](OC(C)=O)[C@]4(CC)C=CCN5CC[C@]31[C@@H]54)C2
5. Cc1cccc(CN2C(=O)c3ccccc3S(=O)(=O)c3ccc(C(=O)OCC4CCCO4)cc32)c1 (stereo unspecified)
6. CN(C(=O)c1ccccc1C(=O)OCC(=O)Nc1ccc(OC(F)F)cc1)c1ccccc1
7. CC(C)(C)OC(=O)NCCCCCNC(=O)c1nc[nH]c1C(=O)NCc1ccccc1
8. CCOc1ccccc1N1CCN(Cc2ccc(OC)c(OC)c2OC)CC1
assay / entry,1,2,3,4,5,6,7,8
G9a block,28%,?,2%[59 µM],.,7%[59 µM],6%[12.7 µM],25%[2.33 µM],?
Pol beta inh,16%,-8%,12%,.,2%,.,.,5%
BLM helicase inh,-5%,-4%,-1%,-8%,-9%,.,.,2%
Pol eta inh,0%,-19%,-25%,.,-18%,-16%,-23%,3%
JMJD2A Tudor inh,-1%,-8%,-16%,.,-4%,-5%,-31%,4µM*
APEX1 inh,8%,0%,.,11%,.,-4%,7%,-7%
POLK inh,-15%,-7%,-12%,9%[60.1 µM],-8%,10%,-18%,-4%
Pol iota inh,-8%,-4%,5%,-6%,12%,-25%,10%,-6%[58.9 µM]
BAZ2B block,15%,-16%,-2%,.,-1%,10%,-7%,?

9. OCC[C@@H]1C[C@@H](O)[C@H](O)[C@]2(Cc3ccccc3CCO2)O1
10. Cc1cc(-c2ccc(Cl)cc2)n2nc(N)nc2n1
11. O=C(CCSc1ccccc1)Nc1nnc(-c2ccccc2)o1
12. COc1ccc(NC2SC(=O)N(C)C2=O)cc1 (stereo unspecified)
13. COc1ccc(OC)c2c1nc1n2CCS1
14. CC(C)(C)n1nnnc1C(c1cccs1)N(Cc1ccccc1)Cc1cccnc1 (stereo unspecified)
15. Cn1c(SCc2ccccc2)nnc1-c1ccc2nonc2c1
16. COc1ccc(OC)c(S(=O)(=O)NCCc2csc(-c3cccnc3)n2)c1
assay / entry,9,10,11,12,13,14,15,16
G9a block,-7%,-21%[12.7 µM],23%,15%[12.7 µM],1.8µM*,20%[12.7 µM],.,.
Pol beta inh,9%,-14%,41%,1%,17%,2%,-1%,52%
BLM helicase inh,-2%,3%,-3%,-2%,-7%,-3%,0%,-1%
Pol eta inh,-10%,-12%,-4%,-9%,-22%,-11%,-13%,-12%
JMJD2A Tudor inh,-6%,-1%,-11%,2%,-8%,-21%,-18%,3%
APEX1 inh,1%,-2%,-3%,-1%,-2%,12%,1%,12%
POLK inh,-4%,-7%,9%,0%,-1%,-20%,-7%,15%
Pol iota inh,?,-1%,2%,-6%,10%,-6%,27%,-4%
BAZ2B block,-2%,6%,8%,-17%,-22%,6%,12%,3%

17. C=CCNC(=S)N/N=C/c1ccc(C(C)(C)C)cc1
18. COc1ccccc1N1CCN(C(=O)C2CCC(Cn3c(=S)[nH]c4ccccc4c3=O)CC2)CC1 (stereo unspecified)
19. CCN(c1ccccc1)S(=O)(=O)c1cccc(C(=O)OCC(=O)c2c(N)n(C)c(=O)n(C)c2=O)c1
20. O=C(Nc1nc2ccccc2[nH]1)c1ccc(Cl)c([N+](=O)[O-])c1
21. Cc1cc(C)c(S(=O)(=O)Oc2ccccc2[N+](=O)[O-])c(C)c1
22. CNC(=O)c1cc2c(=O)n3cccc(C)c3nc2n(C(C)C)c1=N
23. COc1cc(/C=C/C(=O)OCC(=O)N2CCN(C(=O)c3ccco3)CC2)ccc1O
24. COc1ccc(N=Nc2c(C)[nH][nH]c2=O)cc1
assay / entry,17,18,19,20,21,22,23,24
G9a block,-19%,25%[59 µM],.,-23%,.,13%[59 µM],-23%,?
Pol beta inh,12%,15%,.,-24%,.,1%,12%,24%
BLM helicase inh,-17%,-12%,.,-1%,.,38%[activator],2%,-2%
Pol eta inh,-19%,8%,-18%,-25%,?,5%,-14%,3%
JMJD2A Tudor inh,-24%,-26%,-21%,-18%,-18%,-29%,-12%,-34%
APEX1 inh,?,-1%,.,1%,.,-2%,6%,-3%
POLK inh,6%,-12%,1%,9%,-10%,3%,-15%,-4%
Pol iota inh,-11%,3%,-1%,28%,-15%,22%,37%[activator],75%[activator]
BAZ2B block,-20%,-5%,.,-18%,.,5%,1%,56µM*

25. CN(C)C(=O)c1nnsc1Sc1ccc(Cl)cc1
26. CCCCn1cnc2c(SCc3ccc(Br)cc3)nc(N)nc21
27. O=C(Nc1ccccc1N1CCN(C(=O)c2ccccc2)CC1)c1cccc(Cl)c1
28. CCOc1ccccc1CNC(=O)c1ccc2c(c1)N(CC)CCS2
29. CC1CN(c2ccccc2)CCN1C(=O)c1cc(COc2c(F)cccc2F)on1 (stereo unspecified)
30. COc1cc(Cl)c(C)cc1NC(=O)c1cc(S(=O)(=O)N(C)C)ccc1N1CCCC1
31. Cc1cc(C)cc(OCC(=O)N/N=C/c2ccncc2)c1
32. CC(C)NC(=S)N/N=C/c1cccs1
assay / entry,25,26,27,28,29,30,31,32
G9a block,2%,.,5%[12.7 µM],?,21%,-11%[59 µM],16%[59 µM],6%[59 µM]
Pol beta inh,7%,.,-3%,-22%&2%,-27%,15%,5%,-2%
BLM helicase inh,-1%,.,-6%,-2%&-2%,-9%,-4%,-7%,-1%
Pol eta inh,-9%,-11%,-16%,-11%,-17%,-22%,-14%,-6%
JMJD2A Tudor inh,-9%,-18%,-10%,?,-5%,-18%,-13%,-24%
APEX1 inh,-2%,.,-6%,41%,2%,-15%,-1%,3%
POLK inh,-11%,-5%,13%,-11%&4%,-16%,-23%,-19%,-6%
Pol iota inh,17%,44%[activator],2%,-12%&-24%,85%[activator],2%,2%,4%
BAZ2B block,-3%,.,-13%,?,-7%[57.1 µM],-8%,-5%,4%

# BAZ2B block, entries above that show a hit.
item	Compound	G9a block	BLM helicase inh	Pol eta inh	JMJD2A Tudor inh	APEX1 inh	POLK inh	Pol iota inh	BAZ2B block
24	COc1ccc(N=Nc2c(C)[nH][nH]c2=O)cc1	?	-2%	3%	-34%	-3%	-4%	75%[activator]	56µM*

# Remaining list, next part.
33. COc1ccc(C(=O)Nc2nc3c(s2)Cc2cc(OC)ccc2-3)cc1
34. Cn1c(-c2ccccn2)[n+](C)c2ccccc21
35. Cn1nnnc1SCc1c(F)cccc1F
36. O=C(Nc1ccc(COc2ccccc2)cc1)Nc1cccc(C(=O)O)c1
37. COC(=O)c1ccc(CSc2nc3c(c(=O)n2-c2ccc(C)cc2)SCC3)o1
38. O=C(NCCc1c[nH]c2ccccc12)/C(=C\c1cccnc1)NC(=O)c1ccccc1Br
39. COc1cccc(C(=O)NCCNC(=O)c2ccc(C)nc2)c1
40. COc1ccc(C(=O)CNC2=NCCC2)cc1
assay / entry,33,34,35,36,37,38,39,40
G9a block,45µM*,6%,-3%[12.7 µM],0%,?,.,10%,-31%
Pol beta inh,87%&0%,0%,18%,?,5%,32%,80%,46%[activator]
BLM helicase inh,?,-4%,-2%,-4%,-5%,-1%,2%,0%
Pol eta inh,?,-12%,-11%,-11%,-17%,4%,-15%,-8%
JMJD2A Tudor inh,-18%&-30%,?,-2%,-11%,?,-20%,-5%,5%
APEX1 inh,?,8%,2%,1%,-3%,22%,19%,18%
POLK inh,-10%&-12%,-7%,6%,2%,-13%,-4%,6%,6%
Pol iota inh,?,36%[activator],7%,8%,-5%,-17%,-8%,69%[activator]
BAZ2B block,-15%,-20%,5%,?,?,?,3%,.

41. CCOC(=O)C1C(=O)C=C(N2CCOCC2)CC1c1cccc(OC)c1 (stereo unspecified)
42. CCOC(=O)c1sc2nc(C)nc(NCc3ccccc3)c2c1C
43. Cn1c(N)cc(-c2ccc(F)cc2)c(C#N)c1=O
44. O=C(Nc1ccccc1)c1sccc1Oc1ccc([N+](=O)[O-])cc1F
45. Cc1cccn2c(=O)c(C=O)c(N3CCCCCC3)nc12
assay / entry,41,42,43,44,45
G9a block,-40%,25%,7%,28µM*,-22%[2.33 µM]
Pol beta inh,?,-29%,19%,-14%,-29%
BLM helicase inh,-17%,-7%,-9%,-21%,1%
Pol eta inh,4%,-21%,-12%,-17%,-3%
JMJD2A Tudor inh,-8%,34%,-8%,?,-17%
APEX1 inh,-3%,-22%,6%,6%,3%
POLK inh,-9%,-36%,9%,3%,3%
Pol iota inh,-3%,4%,1%,17%,26%
BAZ2B block,9%,6%,-14%,25µM*,-25%

# 4 entries from above in a different format:
41. CCOC(=O)C1C(=O)C=C(N2CCOCC2)CC1c1cccc(OC)c1 (stereo unspecified)
- G9a block: -40%
- Pol beta inh: ?
- BLM helicase inh: -17%
- Pol eta inh: 4%
- JMJD2A Tudor inh: -8%
- APEX1 inh: -3%
- POLK inh: -9%
- Pol iota inh: -3%
- BAZ2B block: 9%

42. CCOC(=O)c1sc2nc(C)nc(NCc3ccccc3)c2c1C
- G9a block: 25%
- Pol beta inh: -29%
- BLM helicase inh: -7%
- Pol eta inh: -21%
- JMJD2A Tudor inh: 34%
- APEX1 inh: -22%
- POLK inh: -36%
- Pol iota inh: 4%
- BAZ2B block: 6%

44. O=C(Nc1ccccc1)c1sccc1Oc1ccc([N+](=O)[O-])cc1F
- G9a block: 28µM*
- Pol beta inh: -14%
- BLM helicase inh: -21%
- Pol eta inh: -17%
- JMJD2A Tudor inh: ?
- APEX1 inh: 6%
- POLK inh: 3%
- Pol iota inh: 17%
- BAZ2B block: 25µM*

43. Cn1c(N)cc(-c2ccc(F)cc2)c(C#N)c1=O
- G9a block: 7%
- Pol beta inh: 19%
- BLM helicase inh: -9%
- Pol eta inh: -12%
- JMJD2A Tudor inh: -8%
- APEX1 inh: 6%
- POLK inh: 9%
- Pol iota inh: 1%
- BAZ2B block: -14%
